procasp3 activ: activators of human procaspase-3 D3A mutant, primary screen, biochemical, absorbance, PC-3 D3A mutant, single concentration; activation, % at 8.5 µM; AID 463141, 2010; actives 0.11% (n = 330,000); recombinant procaspase-3 D3A, Ac-DEVD-pNA absorbance 405 nm;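 active = activation above the mean of all tested compounds plus 3 SD, cut at about 21% in these data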;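 note: 0% = DMSO alone and 100% = DMSO wells spiked with extra 5 µM PC-3 D3A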
Target sequence (P42574 whole entry D9A/D28A/D175A): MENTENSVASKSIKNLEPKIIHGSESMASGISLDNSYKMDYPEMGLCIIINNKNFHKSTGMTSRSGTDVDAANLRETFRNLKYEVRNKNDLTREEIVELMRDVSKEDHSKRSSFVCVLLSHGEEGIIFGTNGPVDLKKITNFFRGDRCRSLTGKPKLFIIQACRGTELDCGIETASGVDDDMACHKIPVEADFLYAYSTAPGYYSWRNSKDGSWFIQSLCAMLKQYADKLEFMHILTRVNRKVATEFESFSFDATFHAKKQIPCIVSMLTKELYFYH
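Assay system: Procaspase-3 D3A mutant, all three cleavage aspartates alanine. Buffer or medium: Zinc-free HEPES saline buffer with Triton X-100. Times: 1 h compound preincubation, 2 h substrate hydrolysis at 25 °C. Measured by: 405 nm absorbance of p-nitroaniline, reads at 0 and 120 min. Read-out basis: percent activation relative to control range. Replicates: singlicate.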
PP5 primary: PP5 phosphatase inhibitors, primary screen, biochemical, fluorescence. AID 1987, 2009. inhibition, % at 6.7 µM. purified PP5c, OMFP substrate fluorescence. actives 0.18% (n = 320,000);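 active = inhibition above the campaign's mean inhibition across all tested compounds plus 3 SD, cut at about 9.5% in these data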;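 note: 0% = DMSO only and 100% = 100 µM cantharidin control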
Target sequence (P53041 whole entry, looked up): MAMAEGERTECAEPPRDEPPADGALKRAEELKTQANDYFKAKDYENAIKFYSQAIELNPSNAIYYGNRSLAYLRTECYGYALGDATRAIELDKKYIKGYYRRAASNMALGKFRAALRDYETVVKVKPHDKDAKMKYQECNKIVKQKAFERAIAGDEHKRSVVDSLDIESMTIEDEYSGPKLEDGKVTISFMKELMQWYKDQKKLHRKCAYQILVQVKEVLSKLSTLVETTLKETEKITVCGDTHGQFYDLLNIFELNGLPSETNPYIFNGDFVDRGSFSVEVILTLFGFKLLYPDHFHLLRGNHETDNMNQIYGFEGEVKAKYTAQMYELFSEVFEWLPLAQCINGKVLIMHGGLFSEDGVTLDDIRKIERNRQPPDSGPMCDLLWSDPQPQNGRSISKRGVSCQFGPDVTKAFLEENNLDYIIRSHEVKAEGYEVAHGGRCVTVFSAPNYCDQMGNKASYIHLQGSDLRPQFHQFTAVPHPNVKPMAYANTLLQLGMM
PP1 inh: PP1-alpha phosphatase inhibitors, primary screen, counter-screen for PP5 inhibitor project, biochemical, fluorescence, OMFP substrate, single point; Serine/threonine-protein phosphatase PP1-alpha catalytic subunit (Homo sapiens), P62136; purified PP1alpha; inhibition, % at 6.7 µM; actives 0.9% (n = 320,000);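 active = inhibition above the mean inhibition of all tested compounds plus 3 SD, computed separately for each screening campaign, cut at about 15% in these data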
HCV core dimer: inhibitors of HCV core protein dimerization, primary screen, biochemical, TR-FRET, high-throughput. inhibition, % at 5 µM. actives 0.33% (n = 300,000). TR-FRET GST/Flag-core106 dimerization, 1536-well;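 active = inhibition above the mean of all tested compounds plus 3 SD, set per screening campaign, cut at about 45% in these data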
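System: GST/Flag-tagged HCV core106 proteins. Incubation: compound-protein-antibody incubation 4 h at 22.5 °C. Technique: HTRF with 340 nm excitation, 617/671 nm emission. Medium: KF-containing HEPES buffer, pH 7.45, DTT, CHAPS, BSA. Read-out: inhibition (%) from 671 over 617 nm ratio. Also added: Eu(K)-anti-GST 90 ng/mL plus XL665-anti-Flag 1 µg/mL.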
TPT1 inhibitor: Candida albicans TPT1 enzyme inhibitors, primary screen, biochemical, fluorescence polarization; recombinant caTPT1, FP RNA substrate dephosphorylation; tRNA 2'-phosphotransferase TPT1 (Candida albicans SC5314); actives 0.81% (n = 300,000); inhibition, % at 5 µM;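 active = inhibition above the mean of all tested compounds plus 3 SD, set per screening campaign, cut at about 24% in these data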;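 note: plate controls were DMSO alone for no effect and ferristatin control at 100 nM for full effect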
CTSL1 counter: Fasciola hepatica cathepsin L1 inhibitors, primary screen, counter-screen for PFM18AAP inhibitor project, biochemical, QFRET, fluorogenic peptide substrate | recombinant F. hepatica cathepsin L1, Z-Leu-Arg-MCA fluorescence | inhibition, % at 5.96 µM | actives 0.49% (n = 300,000) | AID 1906, 2009;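 active = inhibition above the mean of all tested compounds plus 3 SD, set per screening campaign, cut at about 17% in these data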;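 note: 0% = plate median of test compound wells and 100% = 1 µM Z-Phe-Ala-diazomethylketone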
PAFAH2 inh: PAFAH2 enzyme inhibitors, primary screen, biochemical, fluorescence polarization, human | inhibition, % at 3.39 µM | Platelet-activating factor acetylhydrolase 2, cytoplasmic (Homo sapiens), Q99487 | actives 0.99% (n = 340,000) | AID 492956, 2010 | recombinant PAFAH2, FP-rhodamine activity probe;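 active = inhibition above the mean over all tested compounds plus 3 SD, cut at about 30% in these data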;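 note: inhibitors block probe labeling of enzyme so polarization drops; 0% = enzyme with DMSO and 100% = wells lacking PAFAH2 protein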
procasp7 counter: procaspase-7 activators, primary screen, counter-screen for procaspase-3 activator project, biochemical, absorbance, HTS, human; recombinant procaspase-7, Ac-DEVD-pNA absorbance 405 nm; D23A/D198A/D206A triple mutant, cannot self-cleave; scale: DMSO 0, 5 µM enzyme 100; activation, % at 8.5 µM; actives 0.093% (n = 330,000);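 active = percent activation above the screen-wide mean plus 3 SD, cut at about 25% in these data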
Target sequence (P55210 whole entry D23A/D198A/D206A): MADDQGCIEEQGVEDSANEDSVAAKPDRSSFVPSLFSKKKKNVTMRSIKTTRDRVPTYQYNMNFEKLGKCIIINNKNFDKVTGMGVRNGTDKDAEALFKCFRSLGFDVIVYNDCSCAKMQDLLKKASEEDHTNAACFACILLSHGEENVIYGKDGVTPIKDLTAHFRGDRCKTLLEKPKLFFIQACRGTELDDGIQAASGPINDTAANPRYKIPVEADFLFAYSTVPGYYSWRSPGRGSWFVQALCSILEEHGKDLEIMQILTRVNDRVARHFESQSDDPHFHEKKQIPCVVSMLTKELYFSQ
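buffer or medium = Zinc-free HEPES/NaCl buffer, pH 7.4 | material = Procaspase-7 triple mutant (PC-7 D3A) | input = 2 µM procaspase-7 mutant as dispensed | signal = Epi-absorbance of released pNA at 405 nm, two timepoints | timing = 1 h preincubation, 2 h reaction | replicates = singlicate compound testing | evaluation = % activation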
AHR activator: AHR activators, primary screen, cell-based, luminescence, luciferase reporter, human | Aryl hydrocarbon receptor (Homo sapiens), P35869 | AHR-responsive luciferase reporter cells | activation, % at 5 µM | actives 2.5% (n = 320,000) | AID 2796, 2010; in the data active = activation above about 47%;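 note: 0% = vehicle wells and 100% = reference agonist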
* hit, by the source's call; nt = not tested or not shown.

SMILES	procasp3 activ	PP5 primary	PP1 inh	HCV core dimer	TPT1 inhibitor	CTSL1 counter	PAFAH2 inh	procasp7 counter	AHR activator
CCOc1ccc(NC(=O)c2ccc(N3CC4CC(C3)c3cccc(=O)n3C4)c(NC(=O)c3ccncc3)c2)cc1 (stereo unspecified)	1.8	2.3	-1.9	5.5	0.8	-0.1	2.5	3.0	-1.2
CC(=O)Nc1ccccc1C(=O)N1CCN(Cc2ccc3c(c2)OCO3)CC1	1.4	1.8	-3.3	9.3	-1.3	-0.6	-0.9	4.4	1.5
O=C(NCc1ccccn1)[C@H]1C[C@@H]1[C@H](NP(=O)(c1ccccc1)c1ccccc1)c1ccccc1	9.1	1.1	4.3	-7.2	0.8	0.6	0.8	-3.7	3.9
Clc1ccc(-n2nnnc2Sc2ncnc3sccc23)cc1	-1.8	3.9	3.6	14.8	-2.9	-0.4	-0.4	6.5	5.1
COc1ccc(C2/C(=C(/O)c3ccccc3)C(=O)C(=O)N2CCO)cc1 (stereo unspecified)	2.0	3.3	4.7	1.3	-0.4	-0.1	1.1	-3.8	0.6
CC(=O)C[C@H](O)CC(=O)[C@H]1OC(=O)[C@H](C)C/C=C\Cc2ccccc21	12.0	4.4	-0.4	nt	nt	nt	-6.2	1.8	0.1
Cc1ccc(C(=O)N/C(=C\c2ccc([N+](=O)[O-])cc2)C(=O)NCCc2ccccc2)cc1	7.3	-0.8	16.6*	8.5	2.8	6.4	6.6	-13.2	0.6
COc1ccc(OCC(=O)NNC(=O)CCc2ccccc2)cc1	-6.8	1.4	-2.8	-2.5	-4.3	-2.6	4.5	-0.8	-1.0

Structural class, the compounds so far containing an aryl methoxy group
SMILES	procasp3 activ	PP5 primary	PP1 inh	HCV core dimer	TPT1 inhibitor	CTSL1 counter	PAFAH2 inh	procasp7 counter	AHR activator
COc1ccc(C2/C(=C(/O)c3ccccc3)C(=O)C(=O)N2CCO)cc1 (stereo unspecified)	2.0	3.3	4.7	1.3	-0.4	-0.1	1.1	-3.8	0.6
COc1ccc(OCC(=O)NNC(=O)CCc2ccccc2)cc1	-6.8	1.4	-2.8	-2.5	-4.3	-2.6	4.5	-0.8	-1.0

The results go on.
SMILES	procasp3 activ	PP5 primary	PP1 inh	HCV core dimer	TPT1 inhibitor	CTSL1 counter	PAFAH2 inh	procasp7 counter	AHR activator
CCCCOc1ccc(C(=O)NN2C(=O)NC3(CCCCC3)C2=O)cc1OC	0.4	2.6	-4.7	-6.0	-3.1	-4.5	0.8	1.9	-2.9
O=[N+]([O-])c1cc(C(F)(F)F)cc([N+](=O)[O-])c1NCCN1CCNCC1	2.6	1.1	1.5	-4.3	-0.2	-6.7	4.7	9.9	5.4
CC(=O)Nc1ccc2c(c1)N(S(=O)(=O)c1cccs1)CCC2	0.3	0.3	-4.4	-1.6	-2.6	-0.6	0.9	1.2	-2.6
COC(=O)/C(=C\c1cc(OC)c(OC)c(OC)c1)c1nc2ccccc2[nH]1	-1.8	-3.0	-2.1	-0.5	2.5	-2.4	-0.9	-0.2	2.4
CCN(CC)S(=O)(=O)c1ccc(Cl)c(NC(=O)CSc2nnc(-c3cccs3)o2)c1	3.9	1.0	-0.3	2.1	-0.8	-2.1	12.8	10.9	7.9
O=C(NCCN1C(=O)C2C3C=CC(C3)C2C1=O)Nc1ccc(Br)cc1 (stereo unspecified)	13.7	-2.8	-4.0	0.9	-0.7	1.5	0.9	-10.1	12.8
CCOC(=O)C1=C(N)N2C(=O)C(C)SC2=C(C(=O)OC)C1c1ccccc1OC (stereo unspecified)	-12.0	3.2	6.2	7.8	-0.4	2.8	-6.5	-0.5	2.6
COC(=O)c1c[nH]n2c(=O)cc(C)nc12	10.4	1.9	-0.9	-4.6	-1.7	3.4	10.6	6.1	1.6
CC(C)C(=O)NC(=O)COC(=O)/C=C/c1cccs1	-2.0	-0.7	-1.5	-0.8	-2.1	-9.7	53.5*	9.4	0.7
CCN(CCn1cccn1)C(=O)CC1C(=O)NCCN1CC1CCCCC1 (stereo unspecified)	-6.0	1.5	-1.1	-2.7	-0.3	1.4	-6.5	-0.1	0.4
COc1ccc2nc3oc(C(=O)N4CCN(c5cccc(Cl)c5)CC4)cc3cc2c1	1.1	-0.2	-3.1	0.5	-2.6	-0.9	5.4	-5.9	-0.9
COc1ccc(C2=CC(=O)OC3(CCCC3)O2)cc1	-2.7	2.1	-3.6	-1.2	-5.1	-0.2	-2.0	2.4	1.8
CN1CCc2ccccc2C1C1CCNCC1 (stereo unspecified)	6.0	2.3	7.6	0.4	-3.7	2.6	2.3	-1.0	-3.6
Cc1ccc2c(C(=O)CN3CCC4(CC3)OCCO4)c(C)[nH]c2c1	-6.3	3.8	-7.7	1.3	3.3	-7.3	-14.8	0.7	21.2
O=c1[nH]n2cc(-n3cc([N+](=O)[O-])cn3)cnc2c1Br	-1.4	-2.6	1.1	4.0	-0.5	0.5	-3.9	-6.7	0.8
COc1ccccc1/C=N/NS(=O)(=O)c1ccccc1	-4.4	2.5	-0.5	4.4	2.3	-5.2	4.9	-17.2	3.0
Cc1ccccc1C(=O)Nc1cccc(C#N)c1	-5.2	2.2	0.0	-9.9	-3.2	-0.6	-0.2	4.4	2.7
O=C(O)c1ccccc1C(=O)NNc1ccc(Cl)cc1	5.7	1.2	-0.1	-2.3	-6.3	-3.5	-1.7	1.1	39.9
Cc1ccc(NC(=O)CC(O)(C(F)(F)F)C(F)(F)F)cc1	0.3	3.0	5.4	-3.6	-1.4	-0.7	1.5	3.8	-0.9
N#C/C(C(N)=O)=C1/CCCN1Cc1ccccc1	8.1	-0.3	-0.6	0.7	0.2	-4.8	nt	2.7	-2.1
Cc1ccc(S(=O)(=O)NCCC(=O)NC2CCCCC2)cc1	3.5	nt	nt	nt	nt	nt	-3.5	-7.2	3.3
Cc1cc2nnc(SCC(=O)NCC3CCCO3)n2c2ccccc12 (stereo unspecified)	-5.9	-0.1	-0.5	1.1	-1.7	5.0	4.9	7.5	-0.5
CCOc1ccccc1OCC(=O)OCC(=O)c1c(C)[nH]c2ccccc12	13.7	4.2	-2.6	-1.3	-0.7	-8.6	3.3	6.2	0.1
COc1ccc(C2NC(C(=O)O)CS2)cc1COCC(F)(F)F (stereo unspecified)	4.6	1.8	5.0	-1.3	0.9	-8.4	nt	1.0	-2.2
Cn1nc(-c2ccc(Cl)cc2)nc2c(=O)n(C)c(=O)nc1-2	1.1	12.2*	37.5*	68.0*	-38.4	113.4*	nt	-3.3	-10.0
CN(C)CCNC(=O)C(=O)Nc1cc2c3c(c1)CCC(=O)N3CCC2	-4.7	0.8	4.8	-15.6	-3.5	8.1	-1.4	-1.9	5.0
Cc1ccc(Oc2nnc(-c3cccs3)c3ccccc23)cc1	6.6	2.0	-0.1	-1.1	0.5	1.4	-3.7	2.3	3.8
Cc1ccccc1N1C(=O)C(Cl)=C(N2CCCCCC2)C1=O	-21.0	1.4	-3.7	4.7	2.4	-0.3	0.9	-15.6	3.0
COc1ccccc1/C=C(\NC(=O)c1ccc(OC)c(OC)c1)C(=O)Nc1ccc([N+](=O)[O-])cc1	7.2	1.9	-0.2	25.9	1.3	3.1	-23.7	9.3	5.1
CCN1C(=O)N[C@@H](c2cccs2)C(C(C)=O)=C1C	-4.1	0.0	-2.5	3.6	-0.8	2.5	10.2	5.0	-2.0
O=c1c2c(nc3cc(-c4cccc(Cl)c4)[nH]n13)CCCC2	4.4	-0.6	-0.6	3.6	-1.2	-2.0	3.0	5.6	5.1
O=C(Nc1ccc(S(=O)(=O)N2CCCC2)cc1)c1cc(F)c(F)cc1Cl	3.4	1.6	-4.6	2.1	-1.2	1.0	3.7	-5.5	-1.9
CCC1CCc2c([nH]c3ccccc3c2=O)O1 (stereo unspecified)	-7.3	1.3	5.4	-8.2	-3.3	-3.7	-5.7	-8.7	10.2
Cc1ccc(NC(=O)NNC(=O)c2sccc2-n2cccc2)cc1	3.4	-1.2	5.4	3.8	-1.6	3.9	-2.2	1.1	85.8*
COc1ccc(C2(CNC(=O)c3cccc([N+](=O)[O-])c3)CCOCC2)cc1OC	1.5	1.9	2.2	-9.4	-0.9	3.7	-15.0	5.9	3.0
CC(C)c1ccc(OCc2cccc(C(=O)N/N=C/c3cccnc3)c2)cc1	-8.6	6.9	8.9	2.1	0.6	11.8	-31.9	3.9	-1.9
Cc1ccc(S(=O)(=O)NCC(=O)Nc2cccnc2)cc1C	7.6	nt	nt	nt	nt	nt	2.3	9.2	2.0
C/C(=N\NC(=O)c1ccccc1)c1nc2ccccc2n1C	3.2	3.7	-5.2	-4.1	2.1	1.2	-6.8	-8.2	10.4
O=C(N/N=C1\CCc2ccccc21)c1ccccc1Cl	11.9	2.3	-6.3	-1.9	1.4	-5.8	-2.7	5.8	4.0
O=C(c1ccccc1)N(C(=O)c1ccccc1)c1ncnc2c1C(c1ccccc1)c1c(ccc3ccccc13)O2 (stereo unspecified)	-2.9	2.0	1.1	nt	nt	nt	-10.1	7.1	5.0
OC(c1ccccc1)(C1CCCCC1)C(CN1CCOCC1)c1ccccc1 (stereo unspecified)	8.9	3.2	4.7	14.2	1.3	4.1	3.3	-4.8	1.2
Cc1c(C(=O)NCCC2=CCCCC2)oc2ccc(S(=O)(=O)N3CCC4(CC3)OCCO4)cc12	5.6	3.8	2.2	6.7	3.0	0.0	0.0	-6.8	6.9
CC1(C)CC(=O)C(C=NCCCN2CCOCC2)=C(O)C1	3.9	-1.6	5.2	-6.0	-2.2	1.1	5.2	3.2	2.5
Cc1ccc(C)c(S(=O)(=O)N2CCCCC2CCNC(=O)C(=O)NCc2ccccc2)c1 (stereo unspecified)	6.4	1.9	-1.0	7.0	-1.4	1.5	7.4	3.6	-0.4
COc1ccc(CCN(C)C(=O)c2cc(-c3ccc(C)cc3)nc3ccccc23)cc1OC	2.9	2.1	-7.6	8.7	-1.1	5.5	2.9	-4.1	7.4
O=C(Nc1nc2ccccc2[nH]1)c1ccccc1	-1.9	0.8	-1.5	3.1	-4.5	6.4	-1.6	-0.2	24.9

Screening results deposited in PubChem BioAssay by The Scripps Research Institute Molecular Screening Center.

Outcome played no part in choosing rows; 5.6% or so of the library scored in one or more.
